Screens deposited in PubChem BioAssay by National Center for Advancing Translational Sciences (NCATS).
Nrf2 activator = qHTS of Nrf2 Activators; AREc32 ARE-luciferase reporter (MCF7-derived line), luminescence, 24 h; Potency, µM (top dose mostly 46.1 µM), for inactives: at the highest dose activation, hits mostly activators; 0.31% of 410,000 active; further: potency means the concentration at half of the fitted maximal effect; % of control where 0% means no effect; nearly all actives have a fitted effect of over 65% in size
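AREc32_Fluc, 1000 cells/well, OPTI-MEM + 5% FBS, o/n 37 deg C 5% CO2; 23 nL cpd by pin tool, 24 hr; Steady-Glo 30 min RT, luminescence.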
Mm-Cpn inhibitor = Inhibitors of TCP-1 ring complex (TRiC) of Methanococcus maripaludis (MmCpn): qHTS. Chaperonin Mm-Cpn (Methanococcus maripaludis). purified Mm-Cpn ATPase, ADP Transcreener TR-FRET. Potency, µM (top dose mostly 76.9 µM), for inactives: at the top dose activity, negative = inhibition, usual class: inhibitors. 0.031% of 330,000 active. AID 504842, 2011; further: potency means the concentration at half of the fitted maximal effect; on the % scale 0 is the no-effect control and ±100 the full control effect; nearly all actives have a fitted effect of over 80% in size
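TR-FRET (320 nm excitation; 590 and 665 nm emission) reports ADP made from 10 uM ATP by 25 nM enzyme; compounds were preincubated 10 min, reaction run 30 min, both at 37°C.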
Abeta rescue = qHTS for compounds that reverse cellular toxicity of Amyloid beta (A-beta) peptide in yeast: Primary Screen; 0.063% of 410,000 active; yeast expressing A-beta42, growth rescue, OD600, 48 h; response scale: 0% DMSO, 100% iron-clioquinol control; Potency, µM (top dose mostly 46.1 µM), inactives show top-dose growth rescue, usual class: activators; further: potency means the concentration at half of the fitted maximal effect; nearly all actives have a fitted effect of over 55% in size
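Yeast growth medium received pinned compounds, then yeast cells expressing toxic A-beta were added; plates incubated at 30 C for 48 hr. Growth read as absorbance at 600 nm, normalized to DMSO and equimolar FeCl3 plus clioquinol controls.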
HepG2 viability = qHTS for Inhibitors of TGF-b: Cytotox Counterscreen. AID 588856, 2011. 0.76% of 410,000 active. Potency, µM (series often up to 46.1 µM), inactives show top-dose activity change, negative = cytotoxicity, most hits filed as cytotoxic. HepG2 CAGA-GFP viability, ATP luminescence, 18 h; further: potency means the concentration at half of the fitted maximal effect; some results filed as inactive show a strong effect at the top dose
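HepG2 CAGA-GFP cells (1000/well, DMEM with 1% FBS) received compound, then TGF-beta at 500 pg/mL final, and were incubated 18 hours at 37 degrees C. Viability was read by CellTiter-Glo luminescence. Media-only wells were set as complete cell-killing and DMSO as no toxicity.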
TGFb SMAD3 inh = qHTS for Inhibitors of TGF-b; Potency, µM (titrated, usually from 46.1 µM), for inactives: at the highest dose activity, negative = inhibition, usual class: inhibitors; HepG2 CAGA-GFP TGF-b/SMAD3 reporter, GFP fluorescence, 18 h; TGF-beta stimulated, 500 pg/mL final; AID 588855, 2011; 1.2% of 410,000 active; further: potency means the concentration at half of the fitted maximal effect; on the % scale 0 is the no-effect control and ±100 the full control effect; nearly all actives have a fitted effect of over 65% in size
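HEPG2 CAGA-GFP cells (1000/well, DMEM with 1% FBS) were pre-incubated 2 h at 37 degrees C, given compound by pin tool, then stimulated with TGF-beta at 500 pg/mL final for 18 h before per-cell GFP fluorescence imaging.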
Nrf2 inh = Nrf2 qHTS screen for inhibitors; A549 ARE-Fluc reporter, luciferase luminescence, 18-24 h; Potency, µM (titrated, usually from 46 µM), for inactives: top-dose activity change, negative = inhibition, actives largely listed as inhibitors; 2.1% of 360,000 active; AID 504444, 2011; further: potency means the concentration at half of the fitted maximal effect; on the % scale 0 is the no-effect control and ±100 the full control effect; nearly all actives have a fitted effect of over 60% in size
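Concentration-response testing used A549 ARE_Fluc cells at 5000 cells/well. Following an 18-24 h compound incubation, viability was read by fluorescence (Ex 405/Em 525) and luciferase output by luminescence.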
CCT chaperon mod = High-Throughput Screening for Modulators of Cytosolic Chaperonin Activity | purified chaperonin ATPase assay, HTRF ADP detection, 30 min | activity change, % (concentration not given with the values), hits read low | 0.3% of 360,000 active | AID 651819, 2012; in the data active means activity change below about -30%; further: on the % scale 0 is the no-effect control and ±100 the full control effect
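First, chaperonin was dispensed at 40 nM or 20 nM final depending on batch activity. Next, compounds were pinned at 76 uM and ATP added at 10 uM. After 30 min at 37 °C, ADP detection reagents ran 30 min at ambient temperature.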
A549 viability = Nrf2 qHTS screen for inhibitors: counterscreen for cytotoxicity | A549 ARE-Fluc cells, CellTiter-Fluor viability, 18-24 h | Potency, µM (doses to about 46 µM), without a hit: top-dose activity change, negative = cytotoxicity, actives largely listed as inhibitors | 0.16% of 390,000 active; further: potency means the concentration at half of the fitted maximal effect; on the % scale 0 is the no-effect control and ±100 the full control effect
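A549 ARE_Fluc cells in 5% FBS OPTI-MEM were exposed to compounds in concentration-response for 18-24 h at 37 deg C. Viability was read by CellTiter-Fluor fluorescence (Ex 405/Em 525) after 30 min, before the luciferase read.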
pAkt inh = HTS Assay for Inhibitors of Akt Phophorylation: Primary Screen. Neuro2A IGF-stimulated pAkt S473 HTRF, 20 min; stronger effect = lower value. activity change, % for hits at 50 µM. AID 651550, 2012. 0.32% of 360,000 active; in the data active means activity change below about -80%; inconclusive means mostly about -51% to -80%; further: on the % scale 0 is the no-effect control and ±100 the full control effect
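Neuro2A cells in DMEM with 0.5% FBS, overnight at 37 deg C, given compound at single 50 µM final, then IGF (6 nM final) for 20 min at 37 deg C. Lysed; phospho-Akt Ser473 by HTRF after 24 h, 665/615 ratio.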
Active calls of the source: *; i = inactive; ? = inconclusive; . = no result given; [ ] = remark or other dose. Unless noted, the call rests on the fitted dose curve; in most records, active means well fitted curve in the direction sought with a large enough effect; inconclusive means small, poorly fitted or top-dose-only effect, or another doubt; inactive means no such curve, though single readings can be large; an effect the other way counts as inactive or inconclusive.

SMILES	Nrf2 activator	Mm-Cpn inhibitor	Abeta rescue	HepG2 viability	TGFb SMAD3 inh	Nrf2 inh	CCT chaperon mod	A549 viability	pAkt inh
COc1ccc(N2CCN(C(=O)Cn3ncc4c([nH]c5ccccc54)c3=O)CC2)cc1	-0.5%	0.1%	2.8%	7.0%	2.4%	12.8%	0.0	0.4%	i
COC(=O)Cc1ccc(OC(=O)CCS(=O)(=O)c2ccc(C)cc2)cc1	0.4%	-2.0%	-0.3%	5.4%	?	-3.3%	-2.1	-13.7%	i
COc1cccc2cc(C(=O)NCC3CCCO3)c(=O)oc12 (stereo not given)	2.4%	-0.2%	5.1%	6.0%	22.3%	0.4%	4.8	-7.3%	i
CS(=O)(=O)c1ccc(-c2cccc(NC(=O)c3ccco3)c2)nn1	?	0.0%	16.0%	-0.1%	5.0%	11.0%	0.2	-4.5%	i
COc1cccc(-c2c(C(=O)N/N=C(\C)c3cccnc3)nnn2-c2nonc2N)c1	-0.5%	1.8%	17.7%	-0.3%	7.1%	?	-1.7	0.1%	i
COc1ccc(C)cc1NC(=O)C(C)N(c1ccc(C)cc1)S(C)(=O)=O (stereo not given)	0.6%	0.7%	4.6%	12.0%	-6.2%	.	-3.2	12.2%	i
C=CCOc1cccc(CNn2nnnc2N)c1	-0.3%	0.4%	-11.0%	-11.9%	-2.4%	5.4%	0.7	1.3%	i
CNC(=S)N(CCc1ccc(OC)c(OC)c1)C1CC(=O)N(c2ccccc2)C1=O (stereo not given)	4.5%	3.3%	2.6%	-30.3%	-0.4%	-28.8%	-2.6	2.5%	i
O=C(NNc1ccc(C2CCCCC2)cc1)C(O)(c1ccccc1)c1cccs1 (stereo not given)	2.9%	-0.6%	12.8%	-102.5%	?	.	-3.0	-0.7%	i
O=C(CN1CCN(S(=O)(=O)/C=C/c2ccccc2)CC1)NC(=O)NCc1ccco1	3.7%	0.1%	9.3%	-7.7%	-7.6%	1.0%	-0.3	1.2%	.
COc1cc2c(cc1C1C(C#N)=C(N)OC3=C1C(=O)CC(C)(C)C3)OCO2 (stereo not given)	0.2%	0.3%	18.1%	-10.3%	-16.1%	0.8%	-6.3	-7.2%	i
COC(=O)c1ccc(S(=O)(=O)N2CCc3ccccc32)cc1	-0.8%	1.4%	24.1%	-2.2%	-5.0%	3.3%	-2.3	0.2%	i
CC(=O)Nc1cc(-c2ccccc2)ccc1O	9.6%	-0.5%	3.2%	2.0%	7.2%	9.5%	-3.9	.	i
CC(=O)c1sc(N/N=C/c2ccc(C(C)C)cc2)nc1C	3.3%	0.4%	3.3%	7.3%	-8.6%	?	3.4	-0.7%	i
O=C1CCCc2c1cc(C(=O)NC1CCSC1=O)c(=O)n2-c1ccccc1 (stereo not given)	-0.3%	-2.2%	16.9%	9.7%	-15.8%	8.9%	-1.0	-4.9%	i
O=C(CN1C(=O)NC2(CCCC2)C1=O)Nc1nc2ccc(F)cc2s1	2.7%	-3.5%	-1.0%	-20.5%	6.2%	8.5%	-2.7	-1.0%	i
COc1ccc(OC)c(CCNC(=O)c2sc3nc4n(c(=O)c3c2C)CCC4)c1	0.3%	-2.0%	-5.6%	-1.5%	10.5%	-9.8%	-0.4	1.4%	i
Cc1ccc(C(=O)c2oc3ccccc3c2NC(=O)Cc2coc3cc(C)ccc23)cc1	-0.4%	.	10.1%	8.0%	-0.1%	-1.6%	.	5.2%	.
O=C(c1ccc(S(=O)(=O)N2CCCCCC2)cc1)N1CCN(c2ccccc2)CC1	-0.6%	-0.3%	-10.3%	3.9%	12.9%	-15.2%	-4.2	0.5%	i
C=CCn1c(SCC(=O)c2ccccc2)nnc1-c1ccc2c(c1)OCO2	0.0%	-3.6%	3.0%	-11.9%	13.5%	5.0%	-3.8	5.7%	i
C[C@H](CO)N1C[C@H](C)[C@@H](CN(C)Cc2ccccn2)Oc2ncc(Br)cc2C1=O	0.3%	.	-7.9%	6.5%	8.1%	.	0.5	.	i
Nc1ccc(Br)cc1-c1nc2ccccc2[nH]c1=O	?	-3.5%	4.4%	2.8%	3.0%	?	0.8	-6.2%	i
CCC1CCCCN1S(=O)(=O)Cc1ccccc1Cl (stereo not given)	-0.4%	-1.7%	11.0%	-1.3%	7.3%	8.2%	0.8	1.1%	i
CC(=O)Nc1ccc(S(=O)(=O)N2CCC(NC(=O)C(Cc3ccccc3F)NC(C)=O)CC2)cc1 (stereo not given)	0.7%	0.1%	6.4%	8.6%	2.4%	0.9%	1.0	-15.0%	i
COc1cc2nc(CN(C)Cc3ccc(OC)c(OC)c3OC)[nH]c(=O)c2cc1OC	4.5%	5.9%	0.4%	-20.5%	-11.6%	17.2%	0.9	-1.9%	i

The closing three compounds of the section before lead into the next:
SMILES	Nrf2 activator	Mm-Cpn inhibitor	Abeta rescue	HepG2 viability	TGFb SMAD3 inh	Nrf2 inh	CCT chaperon mod	A549 viability	pAkt inh
CCC1CCCCN1S(=O)(=O)Cc1ccccc1Cl (stereo not given)	-0.4%	-1.7%	11.0%	-1.3%	7.3%	8.2%	0.8	1.1%	i
CC(=O)Nc1ccc(S(=O)(=O)N2CCC(NC(=O)C(Cc3ccccc3F)NC(C)=O)CC2)cc1 (stereo not given)	0.7%	0.1%	6.4%	8.6%	2.4%	0.9%	1.0	-15.0%	i
COc1cc2nc(CN(C)Cc3ccc(OC)c(OC)c3OC)[nH]c(=O)c2cc1OC	4.5%	5.9%	0.4%	-20.5%	-11.6%	17.2%	0.9	-1.9%	i
COc1cccc(CSc2nc3n(n2)C(c2ccccc2C)C(C(=O)Nc2ccccc2OC)=C(C)N3)c1 (stereo not given)	0.1%	.	6.7%	-0.5%	-2.5%	.	.	-10.2%	.
O=C(Nc1ccc(F)cc1)C1CCCN1S(=O)(=O)c1ccc(Br)cc1 (stereo not given)	-0.6%	0.9%	9.2%	-5.6%	0.0%	-29.0%	-0.6	2.1%	i
CCN(CC)CCNc1ccc(C)c2sc3ccc(O)cc3c(=O)c12	9.0%	.	-22.8%	14.1µM*	?	?	-2.3	-9.9%	i
Cc1ccc(C)c(N(CC(=O)N2CCCC2)S(C)(=O)=O)c1	-0.1%	-0.3%	5.5%	-8.4%	-7.6%	6.9%	-0.1	-0.2%	i
Cc1cc(C)cc(NC(=O)c2sc3nc(-c4cc5ccccc5oc4=O)[nH]c(=O)c3c2C)c1	-0.2%	.	-22.0%	-2.8%	72.3%[activator]	-24.8%	.	-11.8%	.
CCN(CC(=O)NCc1ccc(F)cc1)S(=O)(=O)c1ccc(Cl)s1	0.5%	-0.3%	1.5%	-25.6%	-21.9%	7.7%	-1.5	1.9%	i
CC(C)c1nc(SCC(=O)Nc2cccc(C(=O)O)c2)c2c3c(sc2n1)CCCC3	5.2%	-2.7%	-5.9%	3.6%	7.8%	3.9%	-0.4	-8.0%	i
O=C(/C=C/c1ccc([N+](=O)[O-])cc1)c1cccnc1	10.3%	-1.6%	-8.2%	-62.4%	?	0.5%	0.1	-6.6%	i
CN(C/C(O)=C(\C#N)c1ccccc1)C1CCCCC1	0.1%	-2.5%	23.9%	0.5%	5.6%	.	-6.1	-1.2%	i
CCOc1ccc(NC(=O)NCCCCc2ccccc2)cc1	-0.3%	-2.7%	16.3%	-0.5%	-0.4%	4.2%	-0.8	-0.1%	i
CC1=C(C(=O)OCc2ccccc2)C(c2ccc([N+](=O)[O-])cc2)NC(=O)N1CCCCCC(=O)O (stereo not given)	-0.2%	-1.7%	-4.1%	-9.9%	2.7%	-1.0%	-2.1	6.1%	i
CCCCCn1c(SCc2ccncc2)nc2cc(C(=O)NCc3ccco3)ccc2c1=O	5.2%	-3.2%	-17.7%	-40.8%	-18.7%	?	1.6	-9.6%[1.84 µM]	i
CN(C)c1ccc(C(CNC(=O)c2cccc(C(F)(F)F)c2)N2CCCC2)cc1 (stereo not given)	4.5%	.	-5.2%	-37.1%	-27.2%	.	.	0.8%	.
COc1ccc2cc3cc(C(=O)NCc4ccco4)oc3nc2c1	4.2%	-2.9%	-7.0%	-18.3%	-18.0%	5.17µM*	-0.5	-24.6%	i
O=C1NC(=O)C2(COC(c3ccccc3Cl)OC2)S1 (stereo not given)	-0.3%	-0.7%	28.9%	6.8%	7.9%	-7.1%	-0.3	-10.9%	i
CN1CCN(C(=O)C2=C[C@@H](C3CCCCC3)C[C@@H](OCCCCO)O2)CC1	-0.2%	.	-11.7%	3.4%	17.8%	22.4%	1.6	1.7%	i
Cc1ncsc1C(=O)N1N=C2/C(=C/c3ccccc3)CCCC2C1c1ccccc1 (stereo not given)	6.9%	-0.3%	4.6%	-26.5%	?	-2.1%	-1.4	17.0%	i
O=C(NCc1n[nH]c(=S)n1-c1ccccc1)c1ccco1	0.2%	1.0%	-10.5%	1.6%	-6.9%	3.9%	-1.3	7.7%	i
Cc1cc(=O)oc(C)c1C(=O)Nc1cnc2ccccc2c1	0.5%	-0.1%	-7.0%	15.5%	-15.4%	5.6%	0.5	1.0%	i
C=CCOc1ccc(C(=O)NC2CCCCC2)cc1	-0.3%	0.0%	1.7%	-15.1%	-10.5%	?	-1.3	-0.6%	i
CC(=O)Nc1cccc(OCc2cnc(Cl)s2)c1	0.1%	-1.6%	4.1%	20.8%	-1.7%	13.8%	-1.6	-3.9%	i

An unsorted share of the library; about 4.3% have a hit in one of these screens.
